Screening data: PubChem BioAssay, Sanford-Burnham Center for Chemical Genomics
NR3A LBD binder = modulates the human NR3A ligand-binding domain. 340,000 compounds, 2.5% hits. NR3A LBD differential scanning fluorimetry, Tm shift; 0% = protein alone, 100% = glycine-bound protein. Tm shift relative to glycine control, % at 25 µM. AID 1259313;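 active = melting temperature shift of at least 10% of the positive control shift, at one fixed dose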
ATG4B inh = ATG4B (human) cysteine protease inhibition; inhibition, % at 8.33 µM; ATG4B cleavage of LC3-PLA2, NBD-HPC fluorescence, 1 h; Q9Y4P1; 340,000 compounds, 0.51% hits; in the data active = inhibition above about 40%
SENP7 block = SENP7 protease inhibition | Q9BQF6 | recombinant SENP7, Z-RLRGG-aminoluciferin luminescence, 40 min | inhibition, % at 5 µM | 330,000 compounds, 1.5% hits;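 active = inhibition above about 50% at the single test dose, limit read from the data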;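 note: plate controls were DMSO with enzyme for no effect and no enzyme buffer wells for full effect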
SENP8 inh = blocks human SENP8 cleavage of Nedd8 substrate; 360,000 compounds, 0.64% hits; recombinant SENP8, Nedd8 substrate fluorescence; Q96LD8; inhibition, % at 20 µM; in the data active = inhibition mostly above about 40%, no sharp cut-off; inactive = mostly below about 27%
SENP6 block = blocks the human protease SENP6 | Q9GZR1 | Recombinant SENP6 catalytic domain, aminoluciferin luminescence | inhibition, % at 10 µM | 330,000 compounds, 1.8% hits;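 active = inhibition above about 50% at the single tested dose, limit read from the data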;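 note: plate controls were DMSO wells with enzyme for no effect and DMSO wells lacking enzyme for full effect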
HKDC1 inh = blocks human hexokinase HKDC1 activity | recombinant HKDC1, G6PDH/diaphorase resazurin coupled fluorescence | AID 493160 | 340,000 compounds, 0.16% hits | inhibition, % at 20 µM;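 active = inhibition above about 35% when tested at 20 µM, limit read from the data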;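 note: plate controls were DMSO wells with enzyme for no effect and DMSO wells lacking enzyme for full effect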
Target sequence (Q2TB90 whole entry, looked up): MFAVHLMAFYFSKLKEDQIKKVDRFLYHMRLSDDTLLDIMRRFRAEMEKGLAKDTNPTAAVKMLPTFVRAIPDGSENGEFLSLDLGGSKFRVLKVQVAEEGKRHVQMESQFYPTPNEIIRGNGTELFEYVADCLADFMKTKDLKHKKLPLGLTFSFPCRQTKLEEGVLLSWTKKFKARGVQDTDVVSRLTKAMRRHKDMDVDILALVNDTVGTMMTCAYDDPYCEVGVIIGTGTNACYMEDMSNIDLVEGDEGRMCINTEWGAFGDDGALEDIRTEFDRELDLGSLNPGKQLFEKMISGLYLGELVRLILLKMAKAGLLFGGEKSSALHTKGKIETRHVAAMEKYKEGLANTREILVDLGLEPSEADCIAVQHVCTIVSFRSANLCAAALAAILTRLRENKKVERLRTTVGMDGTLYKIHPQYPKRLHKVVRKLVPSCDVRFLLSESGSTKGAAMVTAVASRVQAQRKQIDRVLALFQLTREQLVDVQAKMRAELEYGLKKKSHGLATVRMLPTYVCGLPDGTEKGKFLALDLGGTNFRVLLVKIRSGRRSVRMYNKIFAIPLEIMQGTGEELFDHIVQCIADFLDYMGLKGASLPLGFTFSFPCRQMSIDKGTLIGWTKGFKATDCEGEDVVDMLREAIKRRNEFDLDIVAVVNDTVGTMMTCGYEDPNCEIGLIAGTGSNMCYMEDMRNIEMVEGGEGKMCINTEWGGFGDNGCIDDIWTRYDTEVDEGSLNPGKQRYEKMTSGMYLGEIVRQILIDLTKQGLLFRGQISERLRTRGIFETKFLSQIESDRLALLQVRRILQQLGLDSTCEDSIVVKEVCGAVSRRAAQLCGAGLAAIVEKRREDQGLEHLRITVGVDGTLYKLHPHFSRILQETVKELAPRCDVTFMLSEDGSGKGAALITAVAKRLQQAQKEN
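test system = in-house recombinant HK5 (HKDC1) enzyme | amount = HKDC1 at 5 µg/mL | control set = DMSO-enzyme wells negative, buffer-substituted wells positive | compound = one dose of 20 µM, 1% DMSO | schedule = reaction time 90 min, room temperature, protected from light | technique = resorufin fluorescence at 613 nm | reagent = glucose with 1 mM ATP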
MPTP inh = permeability transition pore inhibition. isolated mouse mitochondria, Ca2+ swelling absorbance, 30 min. inhibition, % at 10 µM. 360,000 compounds, 1.4% hits. AID 602449;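 active = inhibition of 50% or more, scaled per plate between neutral and stimulator controls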;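 note: 0% = DMSO wells given calcium and 100% = 1 mM EGTA wells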
PfG6PD inh = PfG6PD (Plasmodium falciparum) enzyme inhibition. PfGluPho enzyme, NADPH resazurin-diaphorase fluorescence. 350,000 compounds, 0.78% hits. inhibition, % at 20 µM;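 active = inhibition reaching at least a set limit at 20 µM in the primary screen, cut at about 59% in these data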;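 note: 0% = DMSO wells with substrate and 100% = DMSO wells lacking glucose-6-phosphate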
The depositor's hits bear a star; / = no result given.

nr	compound	NR3A LBD binder	ATG4B inh	SENP7 block	SENP8 inh	SENP6 block	HKDC1 inh	MPTP inh	PfG6PD inh
1	Cc1csc(NC(=O)CCC(=O)N(CC(=O)NC2CCCC2)Cc2ccccc2)n1	-4.0	-5.2	-3.8	13.5	3.6	-4.5	0.3	-2.5
2	Cc1c(O)c(=O)c2ccccc2n1C	0.6	0.1	-2.4	-494.6	-3.4	-10.2	0.1	-36.9
3	Brc1cc(/C=N/n2cnnc2)oc1Br	0.2	1.4	3.4	9.3	2.2	17.3	-0.3	-25.6
4	COc1ccc(C(=O)Nc2oc(-c3ccccc3)c(-c3ccccc3)c2C#N)cc1	2.4	8.8	-1.0	-50.6	-12.9	0.9	7.8	-15.1
5	CCc1ccc(NC(=O)CNC(=O)[C@@H]2Cc3ccccc3CN2)cc1	0.1	4.7	-2.6	-4.0	-11.8	-4.0	-0.7	0.3
6	O=C(NNC(=O)C12CC3CC(CC(C3)C1)C2)c1ccccc1[N+](=O)[O-]	-0.6	-6.3	9.0	14.1	4.7	3.6	0.4	-4.0
7	CCN(CC)S(=O)(=O)c1ccc(N2CCOCC2)c(NC(=O)Cc2ccc(Cl)cc2)c1	-20.8	2.6	2.0	-26.5	-23.4	-1.1	4.2	28.1
8	CNC(=O)c1cc(S(=O)(=O)N(C)C)ccc1Cl	0.5	2.7	1.2	6.5	-4.2	-12.2	0.5	-1.1
9	CCOC(=O)c1ccc(NC(=O)c2ccc3c(c2)C(=O)N(Cc2cccnc2)C3=O)cc1	-9.3	-12.4	-2.1	7.4	-4.8	-0.1	6.7	14.4
10	COC(=O)c1sc(S(=O)(=O)N2CCN(c3ccccc3)CC2)c(C(=O)OC)c1C	0.0	3.3	8.5	3.4	-17.1	-2.6	3.3	7.8
11	CC(C)(C)c1ccc(S(=O)(=O)N2CCSC2)cc1	1.8	-0.5	-2.3	11.3	6.1	-6.3	1.7	10.1
12	COc1ccccc1NS(=O)(=O)c1cccc(C(=O)N/N=C/c2ccccc2OCC(=O)O)c1	-0.1	-9.0	-1.1	-14.5	12.6	-0.3	-1.8	-0.6
13	CC1CCN(CC(=O)Nc2ccc(N3CCCCCC3)cc2)CC1	-2.4	8.0	-5.7	14.6	-9.6	-7.3	0.8	17.7
14	O=c1[nH]nc(CNc2ccc(OC(F)(F)F)cc2)c2ccccc12	-2.8	0.2	3.3	6.3	-5.0	18.7	4.4	7.1
15	NCCN1C(=O)S/C(=C\c2ccc3c(c2)OCO3)C1=O	-0.4	-6.0	0.5	4.2	-14.2	-5.3	-0.2	5.8
16	COc1cccc(NC(=O)Nc2nnc(CC(=O)Nc3ccccc3)s2)c1	23.2*	-9.6	-5.1	11.1	-17.0	-10.4	2.5	-10.2
17	Nc1c2c(nc3ccccc13)CCCC2=O	2.5	-9.7	-0.5	-184.1	-1.2	4.5	0.6	9.1
18	Cc1cc(NC(=O)NCc2ccccc2)c(=O)n(Cc2ccccc2F)c1	0.9	17.7	1.0	-402.2	8.6	-3.5	-1.4	-1.1
19	COCCNc1nc(C(C)(C)C)nc2c1nnn2Cc1ccccc1Cl	-3.0	14.6	13.2	9.9	2.7	3.7	3.3	2.7
20	O=S(=O)(NCC(c1ccco1)N1CCOCC1)c1ccc(Cl)cc1 (configuration not stated)	-3.0	-9.4	2.3	3.7	12.8	-7.4	4.2	2.0
21	O=C(COC(=O)/C=C/c1ccccc1)NC1CCCCCC1	-1.4	-6.8	0.0	9.4	-8.0	4.4	-1.7	5.0
22	Cc1ccc(Cc2cnc(N3C(=N)SC(c4ccccc4)C3=O)s2)cc1 (configuration not stated)	-5.7	-0.8	-8.6	3.1	-39.9	11.3	16.5	-25.1
23	COc1ccccc1CN(C)C(=O)COC(=O)c1c(C)noc1C	0.6	2.5	6.3	22.8	9.0	-4.3	-0.7	-17.5
24	CCc1ccc(OCc2nnc(SCC(=O)N3CCOCC3)o2)cc1	-0.4	-5.9	1.0	13.7	10.7	2.4	0.4	-7.5
25	CN(CCO)c1cc(N2CCC3(CC2)OCCO3)c2nonc2c1[N+](=O)[O-]	-1.0	-7.2	-3.7	17.5	-3.0	-2.8	0.8	1.5
26	O=c1cc(-c2ccccc2)nc2nc(CCc3ccccc3)[nH]n12	-20.1	6.4	-7.5	-4.7	-7.6	7.5	1.9	-28.3
27	CCCOc1ccc(Cc2c(O)nc(SC)[nH]c2=O)cc1C	0.9	0.9	-16.6	12.7	-8.9	-1.2	0.9	-20.8
28	COc1ccc(N2C(=O)NC(NC(=O)c3cccnc3)(C(F)(F)F)C2=O)cc1 (configuration not stated)	-1.2	-11.3	5.4	-4.3	3.7	-14.4	-4.3	4.0
29	Fc1ccc(COc2ccccc2-c2ccnc3ncnn23)cc1	-0.6	8.2	-10.4	-364.9	-5.8	-9.9	0.3	8.4
30	COc1ccccc1C1CCN(Cc2ccc(C)cc2)CC1	2.1	-6.2	-3.9	15.4	-20.7	0.2	0.1	17.3

Next part, overlapping the part above by 3 compounds.
nr	compound	NR3A LBD binder	ATG4B inh	SENP7 block	SENP8 inh	SENP6 block	HKDC1 inh	MPTP inh	PfG6PD inh
28	COc1ccc(N2C(=O)NC(NC(=O)c3cccnc3)(C(F)(F)F)C2=O)cc1 (configuration not stated)	-1.2	-11.3	5.4	-4.3	3.7	-14.4	-4.3	4.0
29	Fc1ccc(COc2ccccc2-c2ccnc3ncnn23)cc1	-0.6	8.2	-10.4	-364.9	-5.8	-9.9	0.3	8.4
30	COc1ccccc1C1CCN(Cc2ccc(C)cc2)CC1	2.1	-6.2	-3.9	15.4	-20.7	0.2	0.1	17.3
31	CC(=O)Nc1ccc(-c2csc(NC(=O)C3CSC4(C)CCC(=O)N34)n2)cc1 (configuration not stated)	3.1	-5.9	-11.5	-89.7	6.7	-2.6	-2.8	21.8
32	CCOc1ccc(S(=O)(=O)N2CCOCC2)cc1NC(=O)CCOc1ccc(C(C)(C)C)cc1	-2.3	-14.6	-6.5	6.4	-12.8	-4.0	0.6	1.5
33	CCCCN(CCCC)Cc1ccc(N)cc1	0.3	15.3	7.2	14.9	8.5	-0.4	1.3	-6.8
34	CCN(CC)C(=O)CSc1nc2cc(S(=O)(=O)N3CCOCC3)ccc2n1CC	-6.6	0.9	-4.0	4.0	-7.5	-4.4	-1.0	9.1
35	O=S(=O)(NCc1ccccc1)c1ccc(Cl)cc1	-4.0	-7.7	0.7	29.4	-12.7	-0.1	1.4	16.3
36	COC(=O)C(C(=O)Nc1cccc(Cl)c1C)C1CCCC1 (configuration not stated)	-0.3	6.6	-0.7	5.6	3.2	-7.0	1.1	5.1
37	Cc1ccc2nc(C3CCCN(C(=O)NCc4ccccc4)C3)[nH]c2c1 (configuration not stated)	15.7*	-7.0	-4.8	12.1	-8.9	-4.4	0.1	4.0
38	Cc1cnc(C(=O)Nc2ccc(-n3cnnn3)cc2)cn1	0.8	-4.2	2.5	23.3	-3.9	-0.6	-0.4	5.4
39	O=C(COC(=O)COc1ccc(Cl)cc1)NC1CCCCC1	1.7	1.0	-3.0	23.7	-10.7	-4.2	1.0	4.9
40	OC(CC(O)c1ccccc1)c1ccccc1 (configuration not stated)	-2.4	-9.6	/	35.9	/	-4.6	0.6	4.9
41	O=C(CCCOc1ccccc1)Nc1nnc(C2CCCO2)s1 (configuration not stated)	-0.3	-17.2	-0.5	2.4	-7.4	-2.3	0.2	-8.0
42	CN(Cc1ccccc1F)C(=O)CCCNC(=O)c1ccc(Cl)cc1	-0.2	-5.5	-3.9	15.4	-1.4	-2.9	-0.9	7.9
43	COc1ccc(S(=O)(=O)N2CCC(C(N)=O)CC2)cc1	-1.8	-9.6	11.2	10.6	-19.3	-3.5	-0.2	0.0
44	C=CCNC(=S)Nc1ccc(F)cc1F	1.9	6.5	-5.4	4.9	-15.2	-7.0	1.9	0.5
45	Cc1csc(NC(=O)CCS(=O)(=O)c2ccc(Br)cc2)n1	-2.5	8.0	3.9	16.1	-20.4	6.5	-2.9	-7.2
46	COc1cc(C2CC(=O)NC(SCC(=O)Nc3ccccc3C)=C2C#N)ccc1O (configuration not stated)	0.5	-3.8	9.3	21.5	-4.3	-10.2	-1.9	6.8
47	Cc1ccc(CSCC(=O)Nc2ccccc2F)cc1	0.1	-33.7	11.8	-1.0	-6.1	-2.0	-1.7	20.0
48	COc1ccc([C@@]2(C(C)C)ON(c3ccccc3C(F)(F)F)C2=O)cc1	6.1	6.0	6.9	13.4	-7.7	0.7	-0.4	-6.8
49	Cc1cc(C)c(C#N)c(SCC(=O)NC2CC2)n1	-1.3	3.0	-1.4	24.0	16.2	-3.6	0.9	9.4
50	O=C1c2cccc3c([N+](=O)[O-])ccc(c23)C(=O)N1O	4.9	11.0	8.4	-171.1	13.1	16.6	1.3	27.6
51	O=C(CCCSc1nc2ccccc2[nH]1)Nc1nnc(-c2ccccc2)o1	-2.7	-1.0	5.4	-10.2	-3.0	-2.1	3.3	-18.1
52	CCCCNC(=O)C1CCC(=O)N1CCc1ccccc1 (configuration not stated)	1.9	-6.5	-2.6	22.1	-5.5	2.7	0.3	-2.6
53	O=C(/C=C/Nc1ccccc1Oc1ccccc1)c1ccco1	-34.2	12.2	-6.8	-130.4	3.0	-5.6	1.2	13.2
54	c1ccc(-c2ccc(CN3CCN(c4ncccn4)CC3)cc2)cc1	-1.7	14.0	3.2	13.1	-15.7	-6.1	1.1	-2.8
55	NC(=O)NC(=O)COC(=O)/C=C/c1cccs1	0.5	-2.4	-5.8	16.7	-19.1	-8.4	-0.7	0.3
56	Cc1ccc(S(=O)(=O)NC(=O)Nc2nccs2)cc1	-3.5	-0.1	-3.0	26.1	-5.8	-1.6	-0.3	-1.3
57	CC(C)NC(=O)Nc1cccc2c1O[C@@H](CN(C)S(=O)(=O)c1ccc(F)cc1)[C@@H](C)CN([C@H](C)CO)C2=O	-3.7	-8.7	-0.2	9.8	-6.7	-2.6	-0.9	-2.5
58	CCCCCCCCCCCC(=O)N1CC(=O)NC(=O)C1	-5.0	5.8	3.1	11.0	4.2	-0.8	2.8	12.4
59	O=[N+]([O-])c1ccc2c(c1)C(N1CCOCC1)/C(=C/COc1ccc3ccccc3c1Br)O2 (configuration not stated)	0.9	-15.1	1.5	20.1	4.5	5.4	-4.9	9.8
60	O=C(CN1CCc2ccccc21)NCc1ccc2c(c1)OCO2	-1.2	-7.5	-7.7	-3.8	15.7	-10.4	0.3	-8.2
61	Cc1ccc(-n2c(SCC(=O)c3c(N)n(C4CC4)c(=O)[nH]c3=O)nnc2N2CCOCC2)cc1	1.7	-1.2	-1.7	9.3	-10.6	-3.4	-0.3	-1.3
62	COc1ccc(C(=O)OCc2ccc(C)cc2)cc1S(=O)(=O)N1CCOCC1	3.9	-6.2	-0.1	1.0	0.1	-0.3	-0.8	16.5
63	O=C(c1cccc(Cl)c1)N1CCCc2ccccc21	0.4	2.1	-4.1	20.2	5.4	2.1	0.8	-1.7
64	O=C(NCCS(=O)(=O)N1CCN(c2ccc(F)cc2)CC1)c1ccco1	22.2*	5.1	-8.0	9.4	-9.9	-7.8	-0.1	-19.3
65	O=C(CNC(=O)c1cccs1)NCCN1CCN(Cc2ccccc2)CC1	-0.6	-5.9	-7.1	13.6	-41.1	-6.4	0.2	-1.3
66	COc1ccc(NC(=O)c2cc3nc(-c4ccccc4)cc(-c4ccccc4)n3n2)c(OC)c1	-1.7	6.2	-6.3	-367.3	6.2	-2.0	3.5	-6.1
67	Cc1ccccc1C(=O)NNC(=O)C1CCN(c2ncccn2)CC1	-0.7	-2.1	-5.1	-31.0	-13.8	-6.1	-3.5	10.7
68	CCN1CCN(C(=O)CS(=O)Cc2nc(-c3cccc(C)c3)oc2C)CC1 (configuration not stated)	1.9	-2.8	-0.9	0.9	5.0	3.3	2.9	7.7
69	COc1cccc(C(=O)N2CCC(O)(c3cccnc3)CC2)c1	3.2	-3.0	1.1	-0.6	-9.2	-2.3	0.7	1.4
